Rhodamine autofl: rhodamine region autofluorescence; Rhodamine-region fluorescence, 547/598 nm, Tris buffer; active compounds read high; max dye-equivalent concentration, M; 59,000 tested, 0.05% active; AID 594; in the data active = max dye-equivalent concentration above about 11 nM; inconclusive = between about 1.1 nM and that limit
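qHTS spectral profiling of compounds without any target or enzyme present, in pH 8.0 Tris buffer; plates were read after a 15-minute room-temperature incubation using the rhodamine-region filter set.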
TexasRed autofl: compounds fluorescent in Texas Red spectral region | 59,000 tested, 0.06% active | max dye-equivalent concentration, M | AID 587 | Compound fluorescence, Texas Red channel, 547/618 nm; active compounds read high; in the data active = max dye-equivalent concentration above about 10 nM; inconclusive = between about 1.1 nM and that limit
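Compound fluorescence was read after 15 min at room temperature in 100 mM Tris, pH 8.0, using 547 nm excitation and 618 nm emission across a concentration series. It was expressed as Texas Red dye-equivalent concentration from an on-plate standard curve.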
HBB splicing: modulators of hemoglobin beta chain splicing. 65,000 tested, 0.06% active. Potency, µM (titrated, usually from 46.1 µM), for the others: top-dose activation, actives largely listed as activators. HBB splicing reporter cell assay, activation; EGFP reporter with mutant IVS2-654 intron; response scale: normalised to 500 nM splice-correcting PNA; note: potency is the fitted concentration of half-maximal effect; 0% is about no effect
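HeLa cells stably expressing EGFP interrupted by mutant beta-globin intron 2 (IVS2-654), 500/well in 2% FCS. Treated with compound for 2 days at 37C. Splicing correction scored as total well GFP intensity (488 nm excitation, 500-520 nm emission); 500 nM antisense PNA served as control.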
Hsp90 Hop PPI: changes Hsp90-Hop TPR2A binding signal, up or down | AlphaScreen TPR2A-His6 binding biotin-Hsp90 C-terminal peptide | Potency, µM (highest dose often 57 µM), inactives show at the highest dose activity change, negative = inhibition | 71,000 tested, 0.44% active | AID 595; active = well fitted curve in either direction with a large enough effect; inconclusive = small, poorly fitted or top-dose-only effect, or another doubt; note: potency is the fitted concentration of half-maximal effect; % is set by controls: 0 for no effect and ±100 for the full control effect; many of its hits are not listed in these tables
Fluorescein autfl: compound autofluorescence in fluorescein spectral region | Compound autofluorescence, 480/540 nm, fluorescein-equivalent; active compounds read high | max fluorescein-equivalent concentration, M | 59,000 tested, 0.91% active | AID 593; in the data active = max fluorescein-equivalent concentration above about 10 nM; inconclusive = between about 1.1 nM and that limit
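Compounds were pin-transferred into 100 mM Tris buffer, pH 8.0, and incubated 15 min at room temperature. Fluorescence was read at 480 nm excitation/540 nm emission. Signals were normalized to an on-plate six-point fluorescein standard curve as dye-equivalent concentration.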
ALOX15 inhib: blocks human 15-lipoxygenase activity; purified 15hLO-1, xylenol orange hydroperoxide absorbance; P16050; Potency, µM (titrated, usually from 57.1 µM), for the others: at the top dose activity change, negative = inhibition, actives largely listed as inhibitors; 74,000 tested, 1.4% active; AID 887; note: potency is the fitted concentration of half-maximal effect; % is set by controls: 0 for no effect and ±100 for the full control effect; nearly all actives have a fitted effect of over 55% in size
Target sequence (P16050 whole entry, looked up): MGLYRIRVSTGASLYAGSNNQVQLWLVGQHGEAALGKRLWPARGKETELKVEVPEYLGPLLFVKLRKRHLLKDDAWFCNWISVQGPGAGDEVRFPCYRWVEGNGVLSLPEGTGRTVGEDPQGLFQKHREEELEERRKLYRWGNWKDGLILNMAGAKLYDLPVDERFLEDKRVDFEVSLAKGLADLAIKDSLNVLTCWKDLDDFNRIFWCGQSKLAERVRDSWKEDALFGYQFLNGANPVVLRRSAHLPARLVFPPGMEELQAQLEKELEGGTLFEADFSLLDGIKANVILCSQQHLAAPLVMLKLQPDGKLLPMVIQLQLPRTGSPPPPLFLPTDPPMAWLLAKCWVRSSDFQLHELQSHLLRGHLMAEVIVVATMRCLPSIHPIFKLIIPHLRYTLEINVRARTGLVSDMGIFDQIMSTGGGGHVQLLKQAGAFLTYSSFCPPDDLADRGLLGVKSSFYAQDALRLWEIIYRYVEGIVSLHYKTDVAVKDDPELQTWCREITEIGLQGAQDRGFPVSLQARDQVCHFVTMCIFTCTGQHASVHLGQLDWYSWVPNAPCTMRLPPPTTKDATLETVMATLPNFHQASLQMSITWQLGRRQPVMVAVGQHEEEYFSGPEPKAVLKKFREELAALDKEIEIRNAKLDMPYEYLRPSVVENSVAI
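Compounds were preincubated 15 min at room temperature with 40 nM purified human enzyme (25 mM Hepes pH 7.5, 0.01% Triton X-100); 50 uM arachidonic acid reacted 6 min. Fe-xylenol orange detection, 30 min, absorbance ratio 573/405 nm.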
GFP derepression: epigenetic modulators derepressing GFP locus in mouse cells. mouse C127i GFP locus derepression, cytometry, 30 h. Potency, µM (top dose mostly 46.1 µM), inactives show at the top dose GFP derepression (activation). 68,000 tested, 0.09% active; note: % of control where 0% means no effect
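Derepression screen: silenced CMV-GFP reporter in murine C127i cells, 30 h compound incubation at 37 C, washed cells imaged by laser-scanning cytometer to enumerate GFP-expressing objects of 20 to 120 um.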
UbGFP stabilizer: proteasome inhibitors stabilizing ubiquitin-GFP reporter. Ubiquitin-GFP reporter cells, proteasome inhibition, GFP fluorescence; response scale: untreated = 0%, 10 µM MG-132 = 100%. Potency, µM (series often up to 45.9 µM), for inactives: at the highest dose activation (GFP accumulation), most hits filed as activators. 67,000 tested, under 10 active. AID 526; active = well fitted activation curve with a large enough effect, not every such curve was filed as active; inconclusive = small, poorly fitted or top-dose-only effect, or another doubt; inactive = no such curve, though single readings can be large or run the other way; note: potency is the fitted concentration of half-maximal effect
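GFP accumulation read-out: laser plate cytometry counting ubiquitin(G76V)-GFP-expressing U2OS cells after 4 hr compound exposure at 37 °C. Titrations spanned 46 uM to 2.9 nM; 0% = basal, 100% = 10 uM MG-132; concentration-response curves fitted.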
4MU fluor: compound fluoresces in the 4-MU spectral region; compound autofluorescence, 340/450 nm, 4-MU equivalents; active compounds read high; max dye-equivalent concentration, M; 59,000 tested, 11% active; AID 589; in the data active = max dye-equivalent concentration above about 10 nM; inconclusive = mostly about 1.1 nM to 9.6 nM
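Compounds in 100 mM Tris, pH 8.0, sat 15 min at room temperature before fluorescence was read at 340 nm excitation/450 nm emission; a per-plate six-point 4-MU standard curve converted signals to dye-equivalent concentration at each compound concentration.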
DNA Pol III inh: blocks replication by bacterial DNA polymerase III holoenzyme. reconstituted DNA polymerase III holoenzyme replication, biochemical. Potency, µM (highest dose often 57.1 µM), for inactives: at the top dose activity change, negative = inhibition. 71,000 tested, 0.25% active. AID 603; note: potency is the fitted concentration of half-maximal effect; % is set by controls: 0 for no effect and ±100 for the full control effect
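Reconstituted *E. coli* holoenzyme (0.35 nM Pol III, 1 nM beta, 154 nM SSB, 2 nM primase) was preincubated with compound for 15 min at RT. Synthesis on 1.4 nM ssM13Gori ran 35 min, then was stopped with PicoGreen/EDTA and read as dsDNA fluorescence.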
HADH2 inh: HADH2 (human) dehydrogenase inhibition; recombinant HADH2, NADH fluorescence, beta-hydroxybutyryl-CoA; Potency, µM (top dose mostly 57.1 µM), for the others: top-dose activity change, negative = inhibition, actives largely listed as inhibitors; 73,000 tested, 3.4% active; note: potency is the fitted concentration of half-maximal effect; % is set by controls: 0 for no effect and ±100 for the full control effect; nearly all actives have a fitted effect of over 60% in size; many of its hits are not listed in these tables
Target sequence (Q99714 whole entry, looked up, one chain of several): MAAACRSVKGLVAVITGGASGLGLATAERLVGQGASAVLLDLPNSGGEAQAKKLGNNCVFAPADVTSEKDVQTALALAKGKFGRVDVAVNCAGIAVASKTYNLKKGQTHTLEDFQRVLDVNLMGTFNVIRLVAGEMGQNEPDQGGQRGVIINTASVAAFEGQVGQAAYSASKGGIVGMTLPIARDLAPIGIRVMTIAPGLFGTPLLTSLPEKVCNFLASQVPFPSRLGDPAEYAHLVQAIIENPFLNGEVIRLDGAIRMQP
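Read-out: 360 nm excitation, 450 nm emission, kinetic over 4 min. Conditions: His-tagged human HADH2 20 nM, pH 9.0 Tris with Tween-20, 1 mM NAD+, 90 uM beta-hydroxybutyryl-CoA.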
Active calls of the source: *; i = inactive; ? = inconclusive; . = no result given; [ ] = remark or other dose. Unless noted, calls come from the whole dose curve; as a rule, active = well fitted curve in the direction sought with a large enough effect; inconclusive = small, poorly fitted or top-dose-only effect, or another doubt; inactive = no such curve, though single readings can be large; an effect the other way counts as inactive or inconclusive.

| entry | smiles | Rhodamine autofl | TexasRed autofl | HBB splicing | Hsp90 Hop PPI | Fluorescein autfl | ALOX15 inhib | GFP derepression | UbGFP stabilizer | 4MU fluor | DNA Pol III inh | HADH2 inh |
| --- | --- | --- | --- | --- | --- | --- | --- | --- | --- | --- | --- | --- |
| 1 | O=C(COC(=O)CSc1nnc(-c2ccc(Cl)cc2)o1)NCc1ccc2c(c1)OCO2 | i | i | -4.1% | 0.7% | i | -2.6% | -1.0% | 0.2% | i | 4.6% | 3.0% |
| 2 | CCOc1ccccc1C(=O)NC1CCN(Cc2nnnn2C2CCCC2)CC1 | i | i | . | -2.2% | i | 1.9% | 3.8% | 1.1% | i | -6.0% | 6.1% |
| 3 | COc1ccc(C(=O)CSc2ncn[nH]2)cc1OC | . | . | -0.5%[9.22 µM] | 0.8% | . | -4.9% | 1.9% | -4.2% | . | -11.9% | -11.6% |
| 4 | Cn1ncc(Cl)c1C(=O)N1CCc2ccccc21 | i | i | 7.2%[0.369 µM] | 4.0% | i | -4.9% | 0.0% | 1.7% | i | -7.1% | 2.5% |
| 5 | Cc1nn(Cc2ccc(C(=O)Nc3nccs3)cc2)c(C)c1Cl | i | i | 3.6%[57.5 µM] | -3.6% | i | -17.7% | -2.2% | 6.3% | i | -3.8% | -8.5% |
| 6 | Cc1cc(C)n2nc(C(=O)OCCOc3cccc(Br)c3)nc2n1 | i | i | 1.0% | -2.4% | ? | 1.0% | -2.3% | 0.0% | i | 1.6% | 15.4% |
| 7 | Cn1c(=O)n(CCc2ccccc2)c(=O)c2c1nc1n2CCN1Cc1ccco1 | i | ? | 6.7%[0.369 µM] | -9.6% | i | -6.4% | 2.2% | 3.9% | i | -7.4% | -2.5% |
| 8 | CCCOc1ccc2oc(=O)c3c(c2c1)CCCN3C(=O)CN(C)Cc1ccccc1 | i | ? | -1.9% | -1.9% | i | -23.0% | -1.4% | 5.4% | 2.69e-08M* | -1.8% | -9.5% |
| 9 | CCOC(=O)c1sc(NC(=O)C2CC=CCC2C(=O)O)nc1C (stereo unspecified) | . | . | 0.7% | -2.6% | . | -9.4% | 2.3% | -2.6% | . | -10.8% | -3.9% |
| 10 | Cn1c(=O)n(CC(=O)O)c(=O)c2c1nc1n2CCS1 | i | i | . | -3.0% | i | 5.0% | 0.0% | -3.0% | i | -2.0% | -3.2% |
| 11 | COc1ccccc1Nc1cc(C(=O)NCCCN2CCOCC2)c2ccccc2n1 | . | . | 0.7% | -3.2% | . | -1.8% | -5.0% | 2.9% | . | -2.3% | 5.5% |
| 12 | CC(C)(C)OC(=O)NCCCC(CCCNC(=O)OC(C)(C)C)C(=O)O | i | i | -0.1%[57.5 µM] | -4.2% | i | 9.9% | 1.6% | -3.8% | i | -3.7% | 20.0% |
| 13 | CC(NC(=O)CN1CCC(C(N)=O)CC1)c1ccccc1 (stereo unspecified) | i | i | -5.5% | -3.1% | i | 9.1% | 1.2% | 2.6% | i | -2.4% | 2.7% |
| 14 | CCN(CC)S(=O)(=O)c1ccc2c(c1)nc(CCC(=O)OCC(=O)N1CCc3ccccc31)n2C | i | i | -2.6% | -4.8% | ? | ? | 0.0% | -4.7% | i | -1.7% | ? |
| 15 | Cc1ccc(-c2[nH]nc3c2C(c2ccccc2OC(=O)N2CCOCC2)C(C#N)=C(N)O3)cc1 (stereo unspecified) | i | i | 8.2%[0.369 µM] | -8.8% | i | -3.3% | 2.2% | 0.0% | i | 1.1% | 4.3% |
| 16 | CC(=O)NC12CC3CC(C1)CC(C(=O)OCC(=O)Nc1ncc(Cl)c(C)c1Cl)(C3)C2 | i | i | -0.8% | -4.4% | ? | -8.1% | -1.1% | -1.7% | i | -2.6% | 1.2% |
| 17 | CC1=C(C(=O)OCC(C)C)C23C(=O)c4ccccc4C2(O1)OC(N)=C3C#N (stereo unspecified) | i | ? | . | -11.3% | i | -16.9% | -0.9% | 0.5% | i | -3.2% | -23.6% |
| 18 | Cc1cc(C)c(C#N)c(SCC(=O)NC2CC2)n1 | i | i | . | . | i | . | -2.6%[20.6 µM] | . | i | . | . |
| 19 | COc1ccc(NC(=O)Cn2nnc(-c3ccccc3NC(=O)C3CC3)n2)cc1 | i | i | . | -3.4% | i | -23.5% | 1.3% | 0.7% | i | -2.5% | 12.7% |
| 20 | O=c1[nH]c2cc(C(F)(F)F)ccc2n1-c1cc(C(F)(F)F)ccc1O | i | ? | -1.1% | -2.3% | i | -24.3% | 0.0% | -5.9% | i | -19.9% | -10.3% |
| 21 | CCCS(=O)(=O)N1CCN(CCCc2ccccc2)CC1 | i | i | -0.1%[57.5 µM] | 1.3% | i | 6.7% | 0.0% | 6.8% | i | -2.4% | -4.2% |
| 22 | O=c1c2ccccc2nc2n1CC/C2=C/N1CCN(c2cccc(C(F)(F)F)c2)CC1 | i | i | 4.8%[1.84 µM] | -4.9% | i | -24.8% | -2.0% | -8.5% | i | -2.0% | 4.0% |
| 23 | Cc1nc2ccccc2c(=O)n1NC(=O)c1c(O)c2c(n(CC(C)C)c1=O)CCCC2 | i | i | 0.6%[0.369 µM] | -8.7% | i | 0.5% | 0.0% | -7.9% | i | -2.5% | 2.4% |
| 24 | COc1cc(CN2CCN(C(=O)CC(C)C)CC2)cc(OC)c1O | i | i | . | 2.8% | i | -6.7% | 1.0% | 1.3% | i | -0.7% | -10.2% |

Whole records as entered above.
`Cc1ccc(-c2[nH]nc3c2C(c2ccccc2OC(=O)N2CCOCC2)C(C#N)=C(N)O3)cc1` (stereo unspecified) is listed with Rhodamine autofl: i; TexasRed autofl: i; HBB splicing: 8.2%[0.369 µM]; Hsp90 Hop PPI: -8.8%; Fluorescein autfl: i; ALOX15 inhib: -3.3%; GFP derepression: 2.2%; UbGFP stabilizer: 0.0%; 4MU fluor: i; DNA Pol III inh: 1.1%; HADH2 inh: 4.3%
`Cn1ncc(Cl)c1C(=O)N1CCc2ccccc21` is listed with Rhodamine autofl: i; TexasRed autofl: i; HBB splicing: 7.2%[0.369 µM]; Hsp90 Hop PPI: 4.0%; Fluorescein autfl: i; ALOX15 inhib: -4.9%; GFP derepression: 0.0%; UbGFP stabilizer: 1.7%; 4MU fluor: i; DNA Pol III inh: -7.1%; HADH2 inh: 2.5%
`CCOc1ccccc1C(=O)NC1CCN(Cc2nnnn2C2CCCC2)CC1` is listed with Rhodamine autofl: i; TexasRed autofl: i; HBB splicing: .; Hsp90 Hop PPI: -2.2%; Fluorescein autfl: i; ALOX15 inhib: 1.9%; GFP derepression: 3.8%; UbGFP stabilizer: 1.1%; 4MU fluor: i; DNA Pol III inh: -6.0%; HADH2 inh: 6.1%

Not all compounds are listed, so the mix of outcomes need not match the whole.
